Screening data: PubChem, several laboratories
Tb MetRS inh – blocks T. brucei methionyl-tRNA synthetase activity. inhibition, % at 11.9 µM. purified T. brucei MetRS, ATP depletion, Kinase-Glo luminescence. AID 624268. 360,000 tested, 0.4% active;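 active = inhibition above a per-plate cutoff of the control wells' mean inhibition plus 3 SD, cut at about 5.5% in these data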;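 also: 0% = DMSO wells median and 100% = median of wells with control inhibitor compound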
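System: purified T. brucei MetRS enzyme / Detection: Kinase-Glo luciferase luminescence reporting remaining unconsumed ATP / Medium: HEPES buffer with MgCl2, KCl, DTT, spermine, BSA, pyrophosphatase / Replication: singlicate, one well per compound / Evaluation: percent inhibition relative to median high and low control wells / Schedule: 2 h aminoacylation at 25 °C after 15 min preincubation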
STEP inh – STEP (human) phosphatase inhibition; P54829; recombinant STEP, OMFP fluorogenic substrate, fluorescence; inhibition, % at 20 µM; 360,000 tested, 0.25% active;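 active = inhibition at 20 µM, scaled per plate between control wells, above about 37%, limit read from the data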;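 also: 0% = DMSO with enzyme and substrate and 100% = substrate only without enzyme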
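Material: STEP (striatal-enriched tyrosine phosphatase) enzyme, cell-free | Medium: 50 mM Bis-Tris pH 6.0 with 2.5 mM DTT and 0.005% Tween 20 | Read-out: Percent inhibition scaled to no-enzyme and uninhibited-enzyme controls, plate-pattern corrected | Signal: Fluorescence read at 480 nm ex / 540 nm em | Times: 20 min reaction, room temperature, in the dark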
DNMT1 block – inhibitors of human DNMT1. P26358. DNMT1 molecular beacon, Hinp1I cleavage, fluorescence. inhibition (reported as % activation of signal), % at 10 µM. 360,000 tested, 0.83% active. AID 588458; in the data active = inhibition above about 50%
CSN inh – blocks human CSN-mediated cullin deneddylation | Q92905 | Purified CSN, SCF-Nedd8-OG deneddylation, fluorescence polarization | inhibition, % at 12.5 µM | 360,000 tested, 0.38% active;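 active = pattern-corrected inhibition above about 35%, with an unprinted fluorescence ratio check between 0.5 and 1.5, limit read from the data, passing the limit was not always enough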;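 also: 0% = enzyme with substrate and 100% = substrate without enzyme; some results filed as inactive read as strong as hits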
Target sequence (Q92905 whole entry, looked up, one chain of several): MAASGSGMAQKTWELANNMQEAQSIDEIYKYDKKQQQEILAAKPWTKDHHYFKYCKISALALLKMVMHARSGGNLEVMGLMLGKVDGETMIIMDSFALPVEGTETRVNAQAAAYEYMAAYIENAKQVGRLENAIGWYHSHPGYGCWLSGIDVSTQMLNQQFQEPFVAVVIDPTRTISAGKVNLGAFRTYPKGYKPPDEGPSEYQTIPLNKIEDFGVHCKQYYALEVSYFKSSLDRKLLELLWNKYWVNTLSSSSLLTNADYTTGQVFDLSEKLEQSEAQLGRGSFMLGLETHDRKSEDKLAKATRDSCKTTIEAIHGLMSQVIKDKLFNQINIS
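Detection – fluorescence polarization · System – HEK293T-derived human Csn5 enzyme · Controls – substrate-only high control, full reaction low control · Timing – 90 min, room temperature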
MsrA inhibitor – inhibits bovine methionine sulfoxide reductase A | purified bovine MsrA, absorbance read-out | AID 651718 | 360,000 tested, 0.75% active | inhibition, % at 15.5 µM; in the data active = inhibition above about 4.5%;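 also: 0% = vehicle wells with enzyme and 100% = reference inhibitor wells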
LMPTP block – LMPTP (human) inhibition; recombinant LMPTP-A, OMFP fluorogenic substrate, fluorescence intensity; inhibition, % at 20 µM; 360,000 tested, 0.22% active;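 active = compounds that cut the enzyme signal by at least half of the control window in the single-dose screen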;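 also: plate controls were DMSO wells with enzyme plus substrate for no effect and substrate without enzyme for full effect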
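Assay system: LMPTP-A enzyme. Input: 0.625 nM LMPTP-A final. Probe or stimulus: 400 µM OMFP. Compound dosing: single 20 µM dose. Schedule: 50 min dark incubation at room temperature. Detection: fluorescence intensity of OMFP turnover product. Read-out: percent inhibition versus substrate-only and uninhibited controls. Benchmarks: no-enzyme low control, uninhibited high control.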
Rpn11 block – Rpn11 (human) deubiquitinase inhibition | O00487 | human 26S proteasome, Ub4-pepOG fluorescence polarization; 20S core pre-blocked with epoxomicin | calls only at 20 µM | 360,000 tested, 0.59% active | AID 588493;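 active = inhibition at 20 µM, scaled to each plate's controls, above about 33%, limit read from the data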
Target sequence (O00487 whole entry, looked up): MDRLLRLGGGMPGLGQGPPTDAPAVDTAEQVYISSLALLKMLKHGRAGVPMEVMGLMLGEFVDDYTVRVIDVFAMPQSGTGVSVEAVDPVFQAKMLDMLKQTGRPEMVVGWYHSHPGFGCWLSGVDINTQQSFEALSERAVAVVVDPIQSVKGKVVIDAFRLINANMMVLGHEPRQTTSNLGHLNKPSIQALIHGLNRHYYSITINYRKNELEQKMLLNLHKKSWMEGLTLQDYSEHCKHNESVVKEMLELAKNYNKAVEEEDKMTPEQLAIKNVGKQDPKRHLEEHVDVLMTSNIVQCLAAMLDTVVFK
NadD block – NadD (S. aureus) enzyme inhibition | purified NadD enzyme, colorimetric absorbance read-out | inhibition, % at 20 µM | 360,000 tested, 0.78% active | AID 602399; in the data active = inhibition above about 26%; also: some compounds past the cut are filed as inactive
SUMO1-SIM PPI – modulators of human SUMO1-mediated protein-protein interactions. 360,000 tested, 0.33% active. inhibition, % at 20 µM. AID 602429. SUMO1 binding to a labelled peptide, TR-FRET, 1 h. P63165; in the data active = inhibition above about 37%
Target sequence (P63165 whole entry, looked up): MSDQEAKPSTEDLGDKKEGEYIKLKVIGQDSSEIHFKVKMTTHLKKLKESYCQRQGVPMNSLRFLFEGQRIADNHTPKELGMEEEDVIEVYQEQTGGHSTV
Scp-1 inhibitor – Scp-1 (human) phosphatase inhibition; AID 493091; 340,000 tested, 0.88% active; Q9GZU7; inhibition, % at 20 µM; Recombinant Scp1, phosphopeptide, malachite green phosphate absorbance;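 active = inhibition above about 50% at 20 µM, limit read from the data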;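 also: plate controls were DMSO wells with enzyme for no effect and wells lacking enzyme for full effect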
Target sequence (Q9GZU7 76-261 limits assumed): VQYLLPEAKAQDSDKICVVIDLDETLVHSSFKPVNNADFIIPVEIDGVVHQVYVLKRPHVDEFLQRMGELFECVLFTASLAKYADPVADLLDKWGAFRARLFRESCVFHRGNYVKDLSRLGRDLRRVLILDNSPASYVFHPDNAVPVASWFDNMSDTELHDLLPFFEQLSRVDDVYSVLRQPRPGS
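Test system: SCP-1 catalytic domain; Buffer or medium: Acidic Tris acetate buffer with magnesium and detergent; Also added: Phosphorylated 17-residue peptide substrate; Compound: single 20 µM dose, 1% DMSO; Schedule: enzyme reaction 45 min at room temperature, colour 5 min, stabilisation 30 min; Signal: Phosphate-binding colour reagent, absorbance read at 630 nm.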
The depositor's hits bear a star; i = inactive; nt = not tested or not shown; + = active, no number; & = joins results of further samples.

No.	SMILES	Tb MetRS inh	STEP inh	DNMT1 block	CSN inh	MsrA inhibitor	LMPTP block	Rpn11 block	NadD block	SUMO1-SIM PPI	Scp-1 inhibitor
1	COC(=O)c1c(C)[nH]c(C(=O)C(Cc2ccccc2)N(C)C)c1C (stereo not drawn)	-0.5	-3	4	-8	1.9	-2.3	i	-5	-3	-7
2	O=C(Cc1ccccc1)OCCN1CCOCC1	-0.1	-2	6	-9	-1.0	-3.0	i	2	0	7
3	O=C1NC(=O)N(Cc2ccccc2)C(=O)/C1=C/N1CCCc2ccccc21	0.3	-4	-13	8	-0.1	2.5	i	0	1	-1
4	CCc1nc2ccccc2c(=O)n1-c1ccc2ccccc2c1	-0.6	-5	2	3	-0.1	1.6	i	4	-1	-7
5	COc1ccc(N/N=C/c2c(O)n(-c3ccc(C)c(C)c3)c(=O)[nH]c2=O)cc1	-1.3	-1	-3	-5	1.2	0.5	i	8	-4	18
6	O=C(c1ccc2c(c1)ncn2-c1ccc(F)cc1F)N1CCC2(CC1)OCCO2	-0.6	-2	4	0	0.7	-0.4	i	1	-1	-3
7	S=C=Nc1cccc(C2(N3CCCCC3)CCCCC2)c1	-0.6	4	-3	-5	0.1	2.1	i	-2	-1	-4
8	C#CC[N+]1(C)C2CCC1CC(O)C2 (stereo not drawn)	0.2	1	1	0	0.6	1.0	i	1	0	-3
9	CN1CC(C(=O)c2ccccc2)C(c2ccccc2)C1 (stereo not drawn)	-0.3	0	6	-2	1.4	-2.3	i	-4	8	-15
10	CC(C(N)=O)N1CC(c2ccccc2)CC1=O (stereo not drawn)	-0.8	-1	2	-3	-0.5	-3.2	i	2	-1	3
11	O=c1c2ccccc2nc(CSc2ncnc3nc[nH]c23)n1-c1ccccc1	-2.3	4	3	-5	-0.5	-1.4	i	-2	6	5
12	O=C1/C(=C/c2ccccc2Cl)N2CCC1CC2	-0.4	1	-1	-4	1.4	-0.2	i	-1	-2	-16
13	Cc1ccsc1C(=O)C1CCCN(Cc2cnc(N3CCOCC3)s2)C1 (stereo not drawn)	-1.0	1	0	101*	1.4	0.7	i	-10	-1	-6
14	c1ccc2sc(C3CCNCC3)nc2c1	0.7	2	0	0	0.8	-0.6	i	-2	1	-6
15	C/C(=N\N(C)c1ccccc1)c1c(O)[nH]c(=O)[nH]c1=O	-0.3	-1	-1	-3	3.0	-1.4	i	-1	2	-6
16	COC(=O)C1=C(c2ccc(C(C)=O)cc2)C[C@@H]2CC[C@H]1N2C(=O)N1CCCCC1	0.7	-4	0	-6	nt	-0.5	i	-1	7	-2
17	CCn1c(O)c(C=Nc2ccc(N3CCOCC3)cc2)c(=O)n(CC)c1=S	0.7	11	-14	-69	0.6	0.4	i	12	-18	-9
18	COC(=O)C1=C(c2ccccc2OCc2ccccc2)C[C@@H]2CC[C@H]1N2C(=O)NC1CCN(Cc2ccccc2)CC1	-0.6	2	-6	0	-0.9	1.2	i	3	-4	8
19	O=C(c1ccc(Cl)cc1)C1CCCN(Cc2cccc3cnccc23)C1 (stereo not drawn)	-0.8	2	-5	2	0.4	1.0	i	-2	-5	-9
20	Cc1ccc2c(c1)N(N=O)CCC2	-0.2	-3	13	-3	0.2	-0.4	i	0	-7	-2
21	COc1cc(/C=C/C(=O)c2c(O)n(CCc3ccccc3)c(=O)[nH]c2=O)ccc1O	-0.1	-7	-3	13	2.4	1.9	+	21	13	-17
22	COc1ccc(C2NCc3ccccc3-n3cccc32)cc1 (stereo not drawn)	0.1	0	0	-4	1.2	0.0	i	-3	-2	-9
23	COc1ccc(CCNCc2sccc2C)cc1	0.2	-3	1	1	-0.5	-0.4	i	-2	2	-5
24	Nc1cncc(C(=O)O)c1	-1.5&-0.2	0&0	-9&0	-28&-5	1.0&2.5	-2.3&0.1	i	4&-3	4&0	0&-5
25	CCC(=O)OC1(c2cccc(C)c2)CC(C)N(C)CC1C (stereo not drawn)	-0.5	-5	1	-4	0.2	-2.8	i	2	-1	-2
26	c1ccc(P(c2ccccn2)c2ccccn2)cc1	-1.0	-2	-2	9	-0.4	-0.7	i	-4	-4	-6
27	O=C(c1cccn2c(=O)c3cc(Cl)ccc3nc12)N1CCC2(CC1)OCCO2	-0.6	-4	-1	-6	1.8	-0.5	i	-5	-18	0
28	COc1ccc(NC(=O)c2c(C)nn(Cc3ccccc3Cl)c2Cl)cc1Cl	0.1	0	1	-7	-1.1	0.1	i	-4	0	-6
29	CCCOC(=O)C1C2CCC(O2)C1C(=O)O (stereo not drawn)	-0.1	2	4	-1	-1.2	0.1	i	5	0	-4
30	CN1OC[C@@H]2CN[C@H](c3ccc(Br)cc3)C[C@@H]21	-0.9	-1	2	-2	-0.8	-0.9	i	6	2	nt
31	Nc1c(C(=O)OC2CCCCC2)c2nc3ccccc3nc2n1CC1CCCO1 (stereo not drawn)	1.3	7	-21	-1	2.7	3.6	i	5	19	0
32	O=C(C1CC(c2ccc(Cl)c(Cl)c2)=NO1)N1CCC2(CC1)OCCO2 (stereo not drawn)	-0.2	1	0	-2	-0.7	0.1	i	-1	-4	-4
33	NC(=O)Cn1cc(C=C2C(=O)NC(=O)NC2=O)c2ccccc21	-0.9	1	4	2	0.4	-0.6	i	-8	-9	17
34	CCOc1ccc(-n2c(O)c(N=Nc3c(C)n(C)n(-c4ccccc4)c3=O)c(=O)[nH]c2=O)cc1	-0.3	5	4	4	2.8	2.6	i	-2	-45	-4
35	N#Cc1ncc(N=Cc2ccc(N(CCCl)CCCl)cc2)s1	-0.2	5	-14	4	5.0*	-0.4	i	-1	-9	-3
36	CCCCCN1C(=O)c2cc(OC)ccc2[C@@]2(C(=O)OCC)Cc3cc(OC)ccc3[C@@H]12	-0.8	nt	nt	-3	-0.6	5.0	nt	1	16	nt

Reprinted from the part before: 3 compounds, followed by the next part.
No.	SMILES	Tb MetRS inh	STEP inh	DNMT1 block	CSN inh	MsrA inhibitor	LMPTP block	Rpn11 block	NadD block	SUMO1-SIM PPI	Scp-1 inhibitor
34	CCOc1ccc(-n2c(O)c(N=Nc3c(C)n(C)n(-c4ccccc4)c3=O)c(=O)[nH]c2=O)cc1	-0.3	5	4	4	2.8	2.6	i	-2	-45	-4
35	N#Cc1ncc(N=Cc2ccc(N(CCCl)CCCl)cc2)s1	-0.2	5	-14	4	5.0*	-0.4	i	-1	-9	-3
36	CCCCCN1C(=O)c2cc(OC)ccc2[C@@]2(C(=O)OCC)Cc3cc(OC)ccc3[C@@H]12	-0.8	nt	nt	-3	-0.6	5.0	nt	1	16	nt
37	CCOC(=O)c1nc2ccccc2c(=O)n1-c1ccc(C)cc1C	-0.6	1	2	-12	-0.8	-0.5	i	4	-3	-5
38	CC(C)=CCOc1c2occc2cc2ccc(=O)oc12	0.1	2	1	3	1.1	-1.9	i	-2	-9	-6
39	COc1ccc(-n2nnnc2C(c2cccs2)N2CCC3(CC2)C(=O)NCN3c2ccccc2)cc1 (stereo not drawn)	-0.2	0	-13	5	-0.2	2.2	i	5	-1	nt
40	CN1C(=O)C(Cc2ccccc2)C(=O)N(C)C1=O	-0.4	-3	-1	1	-0.7	-1.0	i	1	-1	0
41	CN1CCN(c2ncnc3ccc(Br)cc23)CC1	0.1	2	-1	3	3.4	-1.4	i	-2	3	-2
42	CCCSc1nc(O)c(CC)c(=O)n1C(C)CC (stereo not drawn)	-0.1	-3	2	8	-1.4	-1.9	i	-3	-4	5
43	CN1CCC(N(C)c2ccc(C(N)=O)cc2[N+](=O)[O-])CC1	-0.7	-2	-1	1	0.1	-3.3	i	-5	-14	-5
44	O=C(O)c1ccc(-[n+]2c(-c3ccccc3)cc(-c3ccccc3)cc2-c2ccccc2)cc1	-0.2	-3	1	-1	0.5	-1.5	i	9	-15	13
45	OCC[N+]12CCC(CC1)C(C(O)(c1ccccc1)c1ccccc1)C2 (stereo not drawn)	-0.7	-1	1	-3	-0.3	-1.3	i	1	-1	-9
46	CCC(C)(O)C(=O)OC1C(=O)OC2CC3C(C)=CC(O)C(O)C3(C)C3C4(O)OCC23C1C(C)C4O (stereo not drawn)	0.4	-1	-4	0	0.1	1.5	i	1	1	nt
47	CCCCCn1c(=O)c(C(=O)Nc2c(C)n(C)n(-c3ccccc3)c2=O)c(O)c2ccccc21	-1.2	4	-2	4	-1.8	2.8	i	30*	5	-1
48	N=C1c2ccccc2CN1NC(=O)c1ccc(Br)o1	0.4	-2	1	-7	0.2	-0.6	i	1	2	-9
49	O=C1/C(=C\c2ccc(Cl)cc2Cl)N2CCC1CC2	-0.2	-2	6	8	-0.6	-0.1	i	2	-1	-7
50	N#CC1(c2ccccc2)CCN(C2CC(=O)N(c3ccc4c(c3)OCO4)C2=O)CC1 (stereo not drawn)	-0.4	5	5	0	0.2	-0.9	i	1	1	-1
51	COc1ccc(CCn2c(O)c(C=Nc3ccccc3F)c(=O)[nH]c2=O)cc1OC	-0.5	-3	-27	11	-0.4	-1.1	+	-4	0	-4
52	CC(=O)N1CN2CN(C(C)=O)CC(C(=O)c3ccc([N+](=O)[O-])cc3)(C2)C1	-0.4	-4	-1	4	-1.5	0.8	i	-2	-18	-3
53	CCOC(=O)C1(c2ccccc2)CCN(CCC(=O)Nc2ccc(C(=O)OC)cc2)CC1	-0.1	-2	-1	-3	0.3	-0.7	i	-12	17	-7
54	CN(C)c1ccc(/C=C2\C(=O)NC(=O)N(CCc3ccc(F)cc3)C2=O)cc1	-0.3	2	-5	22	4.1	0.6	+	14	-3	17
55	CCOc1ccc2[nH]c(=O)c(CN(CCO)C3(c4nnnn4C4CCCCC4)CCCCC3)cc2c1	-1.8	4	-8	7	-0.3	0.4	i	6	-7	-2
56	O=C(Nc1ccc2ccccc2c1)N1C[C@H]2C[C@@H](C1)c1cccc(=O)n1C2	-0.5	-4	2	1	1.1	-1.3	i	-4	0	-1
57	O=C(c1ccco1)N1Cc2ccccc2-n2nncc2C1	-0.1	-1	5	-5	1.3	-0.9	i	7	-1	nt
58	O=C(NCc1cccnc1)C(Cl)(Cl)Cl	0.7	2	3	-2	-0.5	-0.8	i	-5	1	-4
59	O=P1(Nc2cccnc2)COc2ccccc2OC1	-0.5	-1	3	2	0.1	-0.6	i	0	-6	0

A portion of the library (hit frequency here may not be typical).
